Source: PubChem
GSK3 alpha inh: human GSK-3 alpha kinase inhibition; ADP-Glo luminescence, 60 min; hit rate 0.1% among 320,000; inhibition, % at 10 µM; AID 2650;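 in the data active = inhibition above about 50%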;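 also: GST-tagged GSK-3 alpha with peptide substrate and 25 µM ATP; 0% = DMSO neutral wells and 100% = GW8510 positive control wells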
PolyA inhibitor: yeast polyadenylation inhibition | calls only at 12 µM | AID 1875 | hit rate 0.02% among 300,000 | S. cerevisiae SKY197-pL101 polyadenylation reporter, beta-gal luminescence; efflux-impaired pdr1/pdr3 knockout yeast; score 100 = 6 SD above DMSO;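 active = lowest replicate activity score at least 50, where 100 means six control SD above control mean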;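 also: yeast exposed to compound for 9 h at 30 °C; higher score means more reporter readthrough which indicates perturbed polyadenylation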
KCNK3 block: human KCNK3 channel inhibition, primary screen. O14649. CHO-KCNK3 thallium flux, FluxOR fluorescence; hits give low values. B-score at 10 µM. hit rate 0.84% among 340,000. AID 602410;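 active = B-score under library mean minus 4 SD, starting fluorescence ratio at most library mean plus 5 SD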;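 also: more negative B-score means stronger inhibition of thallium flux through KCNK3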
Target sequence (O14649 whole entry, looked up): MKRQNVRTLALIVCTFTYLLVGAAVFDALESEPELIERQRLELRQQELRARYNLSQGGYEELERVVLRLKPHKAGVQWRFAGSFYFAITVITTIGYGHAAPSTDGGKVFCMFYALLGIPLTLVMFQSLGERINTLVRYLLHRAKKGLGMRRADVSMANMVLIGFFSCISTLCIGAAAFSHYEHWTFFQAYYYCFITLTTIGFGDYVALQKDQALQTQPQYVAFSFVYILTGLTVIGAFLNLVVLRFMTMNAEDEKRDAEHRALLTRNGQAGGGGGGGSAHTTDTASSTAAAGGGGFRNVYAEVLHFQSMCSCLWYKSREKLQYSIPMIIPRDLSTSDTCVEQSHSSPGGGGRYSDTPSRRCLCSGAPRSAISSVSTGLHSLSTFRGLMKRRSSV
KCNQ1 inh: inhibitors of human KCNQ1 potassium channel; P51787; CHO-K1 KCNQ1, FluxOR thallium flux fluorescence; hits give high values; B-score at 10 µM; hit rate 1.3% among 310,000;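 active = compounds whose thallium flux B-score, printed positive for inhibition, exceeds three library SD while starting fluorescence stays within three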;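 also: channel opened by potassium depolarization with thallium stimulus after 20 min compound exposure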
KCNQ1 pot: potentiators or activators of human KCNQ1 potassium channel | CHO-K1 KCNQ1, thallium flux FluxOR fluorescence; hits give high values | B-score at 10 µM | hit rate 0.35% among 310,000;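 active = fluorescence ratio B-score, a plate-corrected score, at least three library SD, with initial intensity B-score within 5 SD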
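Assay system: stable KCNQ1 CHO-K1 line; medium: assay buffer, equal DMSO in all wells; timing: 90 min dye loading and 20 min compound exposure, both at room temperature; technique: kinetic FluxOR thallium fluorescence, 10-s 1-Hz baseline, 110-s post-stimulus read; read-out basis: B score of baseline-normalized fluorescence ratio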
hERG rescue: compounds protecting human hERG from proarrhythmic drug block. Q12809. CHO-hERG, FluxOR thallium flux, dofetilide IC70 present. activation (rescue from dofetilide block), less the hit threshold, % at 10 µM. hit rate 0.51% among 310,000. AID 1511;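 active = activation above the mean of controls blocked by dofetilide plus 5 SD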;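 also: thallium influx through hERG after potassium depolarization seen as dye fluorescence rise; in these data hits start at about 4.7%; inactives centre near -7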
Dyrk1A ADPGlo: blocks rat Dyrk1A kinase activity | hit rate 0.43% among 310,000 | ADP-Glo luminescence, NFATc1 peptide | Q63470 | inhibition, % at 12.5 µM; in the data active = inhibition above about 50%;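 also: plate controls were vehicle with enzyme for no effect and no enzyme for full effect; many of its hits are not listed in these tables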
RGS4 block: human RGS4 inhibition | P49798 | HEK293 M3R/RGS4 inducible, Fluo-4 calcium flux; hits give high values; triggered by carbachol at its EC20 | B-score at 10 µM | hit rate 0.45% among 310,000;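 active = B-score, a plate-corrected calcium signal, over three deviations above library mean, with baseline fluorescence within five deviations of library mean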;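 also: RGS4 expression induced by doxycycline in cells with stable M3 receptor; B-score is computed from the integrated fluorescence ratio over baseline after carbachol; higher B-score means a larger calcium signal and so more RGS4 inhibition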
Target sequence (P49798 whole entry, looked up): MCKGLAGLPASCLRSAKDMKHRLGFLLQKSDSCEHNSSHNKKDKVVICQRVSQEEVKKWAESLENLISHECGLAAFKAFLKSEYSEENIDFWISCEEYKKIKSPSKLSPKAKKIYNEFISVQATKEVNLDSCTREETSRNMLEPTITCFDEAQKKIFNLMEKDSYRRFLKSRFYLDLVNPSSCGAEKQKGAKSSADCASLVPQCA
GSK3beta inhib: inhibitors of human GSK3beta kinase. P49841. GST-GSK3beta kinase, ADP-Glo luminescence, 60 min; hits give low values. AID 2097. activity score (negative = inhibition), % at 10 µM. hit rate 0.038% among 300,000;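 active = more than half of replicate wells score below -50%, meaning over 50% inhibition versus plate controls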;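 also: 0% = median DMSO wells and -100% = median GW8510 positive control wells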
Target sequence (P49841 whole entry, looked up): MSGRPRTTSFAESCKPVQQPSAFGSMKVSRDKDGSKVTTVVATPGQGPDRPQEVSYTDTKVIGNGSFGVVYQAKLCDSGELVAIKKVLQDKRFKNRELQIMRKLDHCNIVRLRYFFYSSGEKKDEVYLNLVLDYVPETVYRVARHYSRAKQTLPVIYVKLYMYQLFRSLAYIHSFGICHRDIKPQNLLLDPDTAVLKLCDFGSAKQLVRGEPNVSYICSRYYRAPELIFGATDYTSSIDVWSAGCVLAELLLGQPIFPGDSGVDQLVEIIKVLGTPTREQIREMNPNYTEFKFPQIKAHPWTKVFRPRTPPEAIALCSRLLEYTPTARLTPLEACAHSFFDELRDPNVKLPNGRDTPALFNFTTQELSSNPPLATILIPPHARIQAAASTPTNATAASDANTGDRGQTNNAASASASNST
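Test system – GST-tagged human GSK3beta kinase, cell-free · Incubation – 60 min enzyme reaction, room temperature · Signal – ADP-Glo luminescence · Also added – peptide substrate and ATP at 25 µM · Controls – DMSO neutral wells and GW8510 at 20 µM as positive · Buffer or medium – Tris/MgCl2 kinase buffer · Measure – Luminescence-derived activity versus plate DMSO and GW8510 wells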
RGS4 pot: RGS4 potentiation or activation | HEK293 M3R/inducible RGS4, carbachol calcium flux Fluo4; hits give low values | B-score at 10 µM | hit rate 0.92% among 310,000;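 active = B-score of the integrated calcium signal more than 4 SD below the library mean, with starting fluorescence not abnormally high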;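 also: negative B-score means reduced calcium response which marks RGS4 activation or potentiation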
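test system = HEK293 cells with stable M3R and inducible RGS4 | schedule = recording 10 s baseline at 1 Hz, 100 s post-agonist | technique = Fluo4-AM (2 µM) calcium-flux fluorescence, kinetic read | measure = Agonist-evoked peak-minus-minimum fluorescence over baseline, integrated ratio, B score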
KCNK9 block: inhibitors of human KCNK9 two-pore domain potassium channel. B-score at 10 µM. hit rate 1.2% among 310,000. HEK293 KCNK9, FluxOR thallium flux fluorescence; hits give low values;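 active = ratio B-score over 3 SD below the library mean, with starting fluorescence within 5 SD of its mean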;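 also: negative B-score means less thallium flux so channel inhibition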
* hit, by the source's call; i = inactive; x = not tested or not shown. Some of the compounds tested; count on the stated rates, not on these rows.

SMILES	GSK3 alpha inh	PolyA inhibitor	KCNK3 block	KCNQ1 inh	KCNQ1 pot	hERG rescue	Dyrk1A ADPGlo	RGS4 block	GSK3beta inhib	RGS4 pot	KCNK9 block
Fc1cccc(CNCCc2c[nH]c3ccccc23)c1	-3	i	i	i	i	-10	x	i	-2	i	i
COc1ccc(/C=C/C2=CCN(C)CC2)cc1	-1	i	i	i	i	-19	2	i	-1	i	i
CCOC(=O)C1=C(C)OC(N)=C(C(=O)OC)C12C(=O)Nc1ccc(Br)cc12 (stereo not given)	x	i	i	i	i	-6	-16	i	-1	i	i
C[C@H]1O[C@@H](OC2CC[C@]3(C=O)[C@H]4CC[C@]5(C)[C@@H](C6=CC(=O)OC6)CC[C@]5(O)[C@@H]4CC[C@]3(O)C2)CC2OC(C)(C)OC21 (stereo not given in full)	-2	i	i	i	i	-5	-3	i	2	i	i
C[C@H]1CCC[C@@H](O)CCC/C=C/c2cc(O)cc(O)c2C(=O)O1	18	i	i	i	i	-11	35	i	-11	i	i
N#CCCn1cc(C(=O)Nc2ccc(F)cc2)c(-c2ccc([N+](=O)[O-])cc2)n1	-1	i	i	i	i	-3	-5	i	-1	i	i
Cc1cccc(C)c1NC(=O)CN(C)CC(=O)Nc1ccc(C#N)c(Cl)c1	-1	i	i	i	i	-14	-1	i	-3	i	i
COc1ccc(CN2CC3CC(C2)c2cccc(=O)n2C3)cc1OC (stereo not given)	-1	i	i	i	i	-9	6	i	1	i	i
Cn1c(O)c(C(=O)c2ccccc2)c(=O)n(C)c1=O	0	i	i	i	i	-5	2	i	-3	i	i
O=c1[nH]c(=S)n(C2CC2)c(O)c1C=NCC1CCCO1 (stereo not given)	5	i	i	i	i	-6	-3	i	-2	i	i
CCc1ccc(C(=O)C23CN4CN(CN(C4)C2)C3)cc1	-2	i	i	i	i	4	-3	i	-2	i	i
CCN1CCN(Cc2ccc(C)cc2C)CC1	0	i	i	i	i	-2	-12	i	-4	i	i
O=c1[nH]c(=S)n(C2CC2)c(O)c1C=Nc1ccc2c(c1)OCO2	-3	i	i	i	i	-6	-3	i	1	i	i
CCCCCCN1CCN(c2ccc(Cl)cc2)CC1	2	i	i	i	i	-6	0	i	2	i	i
CN(C)C(=O)Oc1ccnc2cc(Cl)ccc12	-1	i	i	i	i	-13	-2	i	2	i	i
O=C1C2CCCN2C(c2cccnc2)N1c1nccs1 (stereo not given)	-1	i	i	i	i	-7	2	i	2	i	i
COc1ccc(CC(=O)N2C[C@H]3C[C@@H](C2)c2cccc(=O)n2C3)cc1	3	i	i	i	i	-2	-2	i	-26	i	i
O=c1[nH]c(=S)n(-c2cccc(Cl)c2)c(O)c1C=NCCN1CCNCC1	7	i	i	i	i	-4	1	i	-10	i	i
Cc1ccnc(-n2c(C)cc(C=C3C(=O)N(C)C(=S)N(C)C3=O)c2C)c1	0	i	i	i	i	-6	8	i	0	i	i
COc1ccc(/C=C/C(=O)NC(=S)N2C[C@H]3C[C@H](C2)c2cccc(=O)n2C3)cc1	1	i	i	i	i	-3	22	i	1	i	i
CCOC(=O)C1C(=O)NC2(C)CC1c1cc(OC)ccc1O2 (stereo not given)	-2	i	i	i	i	-5	-8	i	1	i	i
CN(C/N=C(\N)N[N+](=O)[O-])S(=O)(=O)c1ccccc1	-3	i	i	i	i	-7	-5	i	1	i	i
COc1ccc(OC)c(NC(=O)N2C[C@H]3C[C@@H](C2)c2cccc(=O)n2C3)c1	0	i	i	i	i	-7	-1	i	1	i	i
CNC(=O)O/N=C/c1nn(C(=O)C(C)(C)C)cc1Br	0	i	i	i	i	-6	x	i	2	i	i
CCNc1ccc(P(=S)(N(C)C)N(C)C)cc1	-5	i	i	i	i	-7	-1	i	0	i	i
(next part)
SMILES	GSK3 alpha inh	PolyA inhibitor	KCNK3 block	KCNQ1 inh	KCNQ1 pot	hERG rescue	Dyrk1A ADPGlo	RGS4 block	GSK3beta inhib	RGS4 pot	KCNK9 block
O=C1NC(c2cc3ccccc3nc2Cl)Nc2ccccc21 (stereo not given)	1	i	i	i	i	-6	19	i	0	i	i
CN(C)CCN=Cc1c(O)n(Cc2ccco2)c(=O)[nH]c1=O	0	i	i	i	i	-8	-2	i	-2	i	i
O=S1(=O)CC2(N3CCOCC3)CCCCCCC21 (stereo not given)	-5	i	i	i	i	-9	4	i	-3	i	i
O=C(Nc1nccs1)c1c(O)c2c(n(Cc3ccco3)c1=O)CCCC2	0	i	i	6*	i	-7	0	i	3	i	-8.2*
Cc1ccsc1C(=O)C1CCCN(Cc2cnc(N(C)C)s2)C1 (stereo not given)	-2	i	x	i	i	-8	x	i	3	i	i
COc1ccc(/C=C/C(=O)c2c(O)n(CCC3=CCCCC3)c(=O)[nH]c2=O)cc1	-1	i	i	i	i	-11	-1	i	1	i	i
Cc1cccc(NC(=O)N2C[C@H]3C[C@@H](C2)c2cccc(=O)n2C3)c1	-2	i	i	i	i	-3	2	i	-1	i	i
Nc1c2c(nc3ccccc13)CCN(Cc1ccccc1)C2	-2	i	i	i	i	-2	2	i	1	i	i
CCOC(=O)c1ccccc1NC(=O)c1c(O)[nH]c(=O)[nH]c1=O	-1	i	i	i	i	-6	-3	i	4	i	i
Fc1ccc(Cn2nnnc2C(c2ccc(F)cc2)N2CC=C(c3ccc(F)cc3)CC2)cc1 (stereo not given)	-6	i	i	i	i	-15	-1	i	0	i	i
O=C1CC(=O)N(c2cccc(C(F)(F)F)c2)C(=O)N1	-1	i	i	i	i	-1	0	i	2	i	i
C[C@H]1OC[C@@H](C[N+](C)(C)C)O1	-1	i	i	i	i	-2	-2	i	-4	i	i
CN1CCN(c2ccc(/C=C3\C(=O)NC(=S)N(c4cccc(Br)c4)C3=O)o2)CC1	1	i	i	i	i	-28	-2	i	1	i	i
Fc1ccccc1CNC1CN2CCC1CC2 (stereo not given)	2	i	i	i	i	-16	x	i	1	i	i
O=[N+]([O-])c1ccc(C2C3C(c4ccccc4)=NC4(CCCCC4)N32)cc1 (stereo not given)	-1	i	i	i	i	-5	-2	i	-3	i	i
COc1cc(/C=C2\C(=O)NC(=O)N(CCc3ccc(F)cc3)C2=O)ccc1O	-2	i	i	i	i	-6	-2	i	5	i	i
CCOc1cc(/C=C2\C(=O)NC(=O)N(CCc3ccc(F)cc3)C2=O)ccc1O	0	i	i	i	i	-9	x	i	-1	i	i
CCOC(=O)C(O)(c1ccc(N(CC)C(=O)OC)cc1)C(F)(F)F (stereo not given)	-1	x	i	i	i	-6	0	i	1	i	i
CN1C(=O)N(C)C(=O)C(CCc2ccccn2)(CCc2ccccn2)C1=O	1	i	i	i	i	-4	3	i	3	i	i
CC1(C)CC(=O)C(C=NCCN2CCN(C(=O)Cc3ccccc3)CC2)=C(O)C1	-2	i	i	i	i	-6	-1	i	1	i	i
CCCCCn1c(N)c(C(=O)NCCN2CCOCC2)c2nc3ccccc3nc21	-2	i	i	i	i	-14	6	i	0	i	i
O=C(NCc1ccccc1)c1cccn(Cc2cccc(Cl)c2)c1=O	-1	i	i	i	i	-8	5	i	0	i	-11*
Cc1c(-c2cccc(Cl)c2)nc2ccccc2c1C(=O)N1CCC2(CC1)OCCO2	-1	i	i	i	i	-12	x	i	1	i	i
COc1cccc(N2C(=O)NC(=O)/C(=C/c3ccc4c5c(cccc35)CC4)C2=O)c1	1	i	x	i	i	-7	x	i	-1	i	i
O=CC(Cl)P(=O)(N1CCOCC1)N1CCOCC1 (stereo not given)	-7	i	i	i	i	-6	-2	i	0	i	i
(list continues)
SMILES	GSK3 alpha inh	PolyA inhibitor	KCNK3 block	KCNQ1 inh	KCNQ1 pot	hERG rescue	Dyrk1A ADPGlo	RGS4 block	GSK3beta inhib	RGS4 pot	KCNK9 block
c1cc(CCN2CCCC2)ccn1	1	i	i	i	i	-13	3	i	1	i	i
COc1cc(OC)c(OC)cc1CN1CCN(C(=O)Cc2ccccc2)CC1	-1	i	i	i	i	-2	-6	i	4	i	i
CC1(C)CN=C(Nc2ccccc2C(F)(F)F)S1	-1	i	i	i	i	-6	2	i	3	i	i
COc1ccc(-c2nn(CCC#N)cc2C(=O)Nc2ccc(C(C)=O)cc2)cc1	-2	i	i	i	i	-1	x	i	-5	i	i
CCN1CCC(NCC2CCCCC2)CC1	3	i	i	i	i	-8	x	i	0	i	i
FC(F)(F)c1ccc2c(c1)NP(=S)(N1CCOCC1)c1nccn1-2 (stereo not given)	-3	i	i	i	i	-6	x	i	0	i	i
COc1ccc2c(c1O)[C@]13CCN(C)[C@H](C2)[C@@H]1CCC(=O)C3	-7	i	i	i	i	-11	-5	i	-1	i	i
CCOC(=O)c1cc(C)n(CCc2cnc[nH]2)c1C	-3	i	i	i	i	-2	1	i	2	i	i
NC(CC(=O)O)C1CCCCC1 (stereo not given)	-1	i	x	i	i	-3	x	i	-3	i	i
Cc1ccc(-n2c(O)c(/C=N/Nc3ccccc3)c(=O)[nH]c2=O)cc1C	1	i	x	i	i	1	x	i	-2	i	i
CCCCn1c(O)c(C=Nc2c(C)n(C)n(-c3ccccc3)c2=O)c(=O)[nH]c1=O	-2	i	i	i	i	-5	4	i	0	i	i
C=CCN1C(=O)NC(=O)/C(=C/c2ccc(OCC(=O)Nc3ccc(C)cc3)cc2)C1=O	3	i	i	i	i	-6	-1	i	-27	i	i
CN1CCN(/N=C/c2c[nH]c3ccccc23)CC1	-2	i	i	i	i	-10	6	i	-1	i	i
COc1ccc(NC(=S)NC(NC(=O)CF)C(Cl)(Cl)Cl)c([N+](=O)[O-])c1 (stereo not given)	-4	i	i	i	i	-9	-1	i	4	i	i
O=c1c2cc(Cl)cc(Cl)c2nc(CN2CCOCC2)n1-c1ccccc1F	-1	i	i	i	i	0	-2	i	-1	i	i
CCN(CC)CCN=Cc1c(O)n(CCC2=CCCCC2)c(=O)[nH]c1=O	1	i	i	i	i	-8	6	i	-1	i	i
Cc1c(N=Cc2c(O)n(Cc3ccccc3)c(=O)[nH]c2=O)c(=O)n(-c2ccccc2)n1C	-3	i	i	i	i	-9	-1	i	1	i	i
